CHT block – human CHT choline transport inhibition; CHT-expressing cells, membrane potential dye, choline response; hits give low values; Q9GZV3; 310,000 tested, 0.86% active; AID 488975; B-score at 10 µM;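 active = B-score over 3 SD under the library average, and starting fluorescence ratio not unusually high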;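 note: choline stimulus applied at its EC90 after an EC20 pre-addition; B-score computed on integrated fluorescence ratio after choline addition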
Target sequence (Q9GZV3 whole entry, looked up): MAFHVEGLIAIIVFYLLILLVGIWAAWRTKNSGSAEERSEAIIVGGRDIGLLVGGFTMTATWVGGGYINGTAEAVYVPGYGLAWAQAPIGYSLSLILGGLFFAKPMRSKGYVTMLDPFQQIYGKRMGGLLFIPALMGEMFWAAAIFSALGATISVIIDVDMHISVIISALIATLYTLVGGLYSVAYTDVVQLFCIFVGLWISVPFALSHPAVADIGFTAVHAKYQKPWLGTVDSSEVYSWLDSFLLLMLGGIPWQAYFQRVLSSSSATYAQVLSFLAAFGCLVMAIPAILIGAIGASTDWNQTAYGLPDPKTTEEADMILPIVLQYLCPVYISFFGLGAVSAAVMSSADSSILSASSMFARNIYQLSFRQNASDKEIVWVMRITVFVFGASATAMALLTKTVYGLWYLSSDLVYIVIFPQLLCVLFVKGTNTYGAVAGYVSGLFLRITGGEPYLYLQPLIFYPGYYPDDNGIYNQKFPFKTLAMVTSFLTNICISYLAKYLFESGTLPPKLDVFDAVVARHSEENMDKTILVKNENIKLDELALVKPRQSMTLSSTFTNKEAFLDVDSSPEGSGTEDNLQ
CHT allo act – human CHT allosteric activation; Q9GZV3; CHT-expressing cells, membrane potential dye, choline EC20; hits give high values; LV-AA mutant CHT in HEK293 cells; B-score at 10 µM; 310,000 tested, 0.49% active;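 active = initial fluorescence not abnormally high and integrated response B-score, plate-corrected, over 3 SD above library mean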
Starred values were filed as active, the others as inactive; i = inactive. The order is random (roughly 1.4% active in at least one column).

canonical_smiles	CHT block	CHT allo act
COc1ccc(S(=O)(=O)N2CCCCC2)cc1NC(=O)C1COc2ccccc2O1 (centres undefined)	i	i
C#CCOCCOCCOCCNc1nc(N2CCN(C(=O)[C@H](CCCCN)n3cc([C@@H](N)C(C)CC)nn3)CC2)nc(N2CCN(C(=O)[C@H](Cc3ccc(O)cc3)n3cc([C@@H](N)CC(C)C)nn3)CC2)n1 (some centres undefined)	i	i
COc1ccc(CN2CCN(C(=O)CC(C)C)CC2)c(OC)c1OC	i	i
CCn1c(SCc2nc(-c3ccccc3)no2)nc2ccccc21	i	i
CCN(CC(=O)Nc1ccc2c(c1)CCC2)Cc1nc2ccccc2c(=O)[nH]1	-5.1*	i
C/C=C/Cn1c(SCc2ccc(Cl)cc2)nc2c1c(=O)[nH]c(=O)n2C	i	i
CC(=O)Nc1nnc(S(=O)(=O)N2CCN(c3ccc([N+](=O)[O-])cc3Cl)CC2)s1	i	i
CC(=O)N1c2ccc(S(=O)(=O)NCC3CCC(C(=O)NCc4ccc(C)cc4)CC3)cc2CC1C (centres undefined)	i	i
CC(C)N1C(=O)C(Cc2nc3ccccc3c(=O)n2-c2ccccc2)c2ccccc21 (centres undefined)	i	i
O=C(CSc1nccc(=O)[nH]1)Nc1ccccc1Sc1ccccc1	i	i
O=C(Nc1ccc(Cl)cc1Cl)Nn1cnnc1	i	i
O=C(Cn1nc(-c2nn(CC(=O)c3ccccc3)c3[n+]2CCCCC3)[n+]2c1CCCCC2)c1ccccc1	i	i
Cc1ccc(OCC(O)CN2CCN(c3ccccc3)CC2)cc1 (centres undefined)	i	i
Cc1ccc(N=Nc2c(N)nn(-c3ccccc3)c2N)cc1	i	i
CN(C)CCc1c[nH]c2ccc(Cn3cncn3)cc12	i	i
OC(C#CCCN1CCCCC1)(c1ccccc1)C1CCCCC1 (centres undefined)	i	7.5*
CN(C)c1cc(-c2ccccc2)nc(-c2ccccc2)n1	i	i
O=C(CSCCc1ccccn1)Nc1cccnc1	i	i
O=C(COC(=O)/C=C/C(=O)N1CCN(c2ccccc2)CC1)NCc1ccc(F)cc1	i	i
COc1ccc(C2CC(C(F)(F)F)n3nc(C(=O)O)c(Br)c3N2)cc1 (centres undefined)	i	i
O=C(CN1C(=O)COc2ccc(S(=O)(=O)N3CCCCC3)cc21)NCc1ccc(Cl)cc1	i	i
Nc1ccccc1C(=O)NCc1ccco1	i	i
Fc1ccccc1OCCn1c(=S)[nH]c2ccccc21	i	i
N/C(=N\O)c1ccccc1-n1cccc1	i	i
O=C(Nc1nc2ccccc2[nH]1)c1ccc(S(=O)(=O)N2CCOCC2)cc1	i	i

(list continues)
canonical_smiles	CHT block	CHT allo act
CC1CCCC(NC(=O)COC(=O)COc2ccc(Cl)cc2)C1C (centres undefined)	i	i
Cn1c(=O)n(CCc2ccccc2)c(=O)c2c1nc1n2CCCN1Cc1ccccc1	i	i
CC(OC(=O)c1ccc2ncsc2c1)C(=O)Nc1ncc(Cl)cc1Cl (centres undefined)	i	i
CCN1CCN(c2ccc(S(=O)(=O)N3CCCCC3)cc2NC(=O)CC(NC(C)=O)c2ccccc2)CC1 (centres undefined)	i	i
Cc1ccc(-c2nc3ccccc3c(=O)n2CCCN2CCOCC2)cc1	i	i
COc1cc(NC(=O)CN2CCN(CC(=O)Nc3ccccc3OC)CC2)cc(OC)c1	i	i
CC1CCN(C(=O)Cn2cnc3c(cnn3C(C)(C)C)c2=O)CC1	i	i
O=C(NNC(=O)c1csc(N2CCOCC2)n1)c1ccc(Cl)nc1	i	i
CCOC(=O)c1ccc(OC)c(OC)c1Cl	i	i
N#Cc1c(-c2ccc(Cl)cc2)cc(-c2cccs2)nc1SCC(=O)O	i	i
Cc1n[nH]c(C)c1CCCCOc1ccccc1F	i	i
CS(=O)(=O)c1cnc(-c2ccccc2)nc1-c1ccc(Cl)c(Cl)c1	i	i
Cc1ccc(C(=O)n2cnc3ccccc32)cc1C	i	i
CCCCNc1c([N+](=O)[O-])cc(C(=O)O)cc1[N+](=O)[O-]	i	i
CCCNC(=O)C1CN(S(=O)(=O)c2ccccc2)CCN1S(=O)(=O)c1ccccc1 (centres undefined)	i	i
CS(=O)(=O)N1CCN(C(=O)c2cc3ccccc3oc2=O)CC1	i	i
CCOC(=O)C1=NNC2C(=O)N(CC)C(=O)C12 (centres undefined)	i	i
Cc1cccc(N2CCN(S(=O)(=O)c3ccc4[nH]c(=O)c(=O)[nH]c4c3)CC2C)c1 (centres undefined)	i	i
O=C(O)CCCCNS(=O)(=O)c1ccc(Cl)c(C(F)(F)F)c1	i	i
COc1ccc(C(C)=O)c(Oc2cc(NN3CCCCC3)c([N+](=O)[O-])cc2[N+](=O)[O-])c1	i	i
Cn1ccc(C(=O)NC(=S)Nc2ccc([N+](=O)[O-])cc2O)n1	i	i
COc1ccc(S(=O)(=O)N2c3ccccc3OCC2CC(=O)O)cc1 (centres undefined)	i	i
N#Cc1ccccc1Cn1c(=O)n(-c2ccc(CC(=O)NCc3ccco3)cc2)c(=O)c2sccc21	i	i
CC1(C)CC(CCC(=O)NC(=S)Nc2ccccc2Cl)C(=O)O1 (centres undefined)	i	i
Cc1cc(C(=O)CN2C(=O)NC3(CCCc4sccc43)C2=O)c(C)n1-c1ccc(Cl)cc1 (centres undefined)	i	i

Remaining list, next part:
canonical_smiles	CHT block	CHT allo act
Cc1ccccc1NC(=O)CN1C(=O)COc2ccc(Cl)cc21	i	i
Oc1ccc(-c2nccc(-c3ccc(F)cc3)n2)cc1	i	i
O=C(CC12CC3CC(C1)CC(CC(=O)N1CCCC1)(C3)C2)N1CCCC1	i	i
COC(=O)C1=C(C)NC(C)=C(C(=O)OC)C1c1cc2ccc(C)cc2[nH]c1=O	i	i
N#Cc1cn(Cc2ccccc2)c2ccccc12	i	i
COc1cccc(CN2CCN(Cc3nc(C(C)C)cs3)CC2CCO)c1 (centres undefined)	i	i
CCn1c(SCC(=O)NC2CCCC2)nnc1C(C)C	i	i
CCOc1ccc(CCNC(=O)C2CCC(=O)N2CCc2ccccc2)cc1OCC (centres undefined)	i	i
O=C(c1ccc(=O)[nH]c1)N(Cc1ccco1)C1(C(=O)NC2CCCCC2)CCCCC1	i	i
Cc1ccc(S(=O)(=O)Cn2nnnc2C(C)N2CCN(C(=O)c3ccco3)CC2)cc1 (centres undefined)	i	i
Cc1cccc(NC(=O)CCc2ccc(C)o2)c1	i	i
CC1(C)Cc2c(c(N3CCCC3)nc3sc4c(N5CCNCC5)ncnc4c23)CO1	i	i
N#Cc1c(NC(=O)c2cccc(S(=O)(=O)Nc3ccc(C(=O)O)cc3)c2)sc2c1CCCC2	i	i
CC1=C(C(=O)OCC2CCCCC2)C(c2ccc(O)cc2)NC(=O)N1 (centres undefined)	i	i
O=C(Nc1cccc(Cl)c1)c1ccc(F)c(S(=O)(=O)NCc2ccc3c(c2)OCO3)c1	i	i
COc1ccc2nc(NC(=O)c3ccoc3C)sc2c1	i	i
COCCCn1c(=O)c2ccccc2n(Cc2ccccc2C)c1=O	i	i
Cc1cccc(/C=C2\Sc3ccc(C(=O)N4CCC(C(N)=O)CC4)cc3N(C)C2=O)c1	i	i
CC(C)(C)OC(=O)N1CCCC(C(=O)CC#N)C1 (centres undefined)	i	i
COc1cc(NC(=O)c2cc([N+](=O)[O-])ccc2NC(=O)CNCc2ccccn2)cc(OC)c1	i	i
O=C(NCCCN1CCCC1=O)C(=O)Nc1cccc(F)c1	i	i
CCCn1c(=O)c(C(=O)NCCCc2ccccc2)c(O)c2ccccc21	i	i
O=C1CCCC2=C1C(c1cccs1)Nc1ccc3ncccc3c12 (centres undefined)	i	i
COc1cc(Cl)c(C)cc1NC(=O)Cc1ccc(OC)c(OC)c1	i	i
N#CCc1ccc(Oc2ncccn2)cc1	i	i

An excerpt of these results, field by field:
CCCNC(=O)C1CN(S(=O)(=O)c2ccccc2)CCN1S(=O)(=O)c1ccccc1 (centres undefined)
  CHT block: i; CHT allo act: i

Cc1cccc(N2CCN(S(=O)(=O)c3ccc4[nH]c(=O)c(=O)[nH]c4c3)CC2C)c1 (centres undefined)
  CHT block: i; CHT allo act: i

CCCn1c(=O)c(C(=O)NCCCc2ccccc2)c(O)c2ccccc21
  CHT block: i; CHT allo act: i

O=C(O)CCCCNS(=O)(=O)c1ccc(Cl)c(C(F)(F)F)c1
  CHT block: i; CHT allo act: i

The listing continues.
canonical_smiles	CHT block	CHT allo act
COc1ccc(C2CC(=O)C(C=NCCN3CCOCC3)=C(O)C2)cc1 (centres undefined)	i	i
O=C(NCCN1CCOCC1)c1cccc(S(=O)(=O)N2CCCC2)c1	i	i
Cn1nc(C(C)(C)C)cc1C(=O)Nc1nc2c(s1)C(=O)CC(C)(C)C2	i	i
Cc1cccc(N2C(=O)C3CC3C2=O)c1 (centres undefined)	i	i
Clc1ccc(N2CCOCC2)nn1	i	i
COc1ccc(C2C(C(=O)N3CCCCC3)CCC(=O)N2c2cc(OC)c(OC)c(OC)c2)cc1 (centres undefined)	i	i
Cc1cc(NC(=O)NCc2ccccc2)c(=O)n(Cc2ccccc2F)c1	i	i
O=C(O)C1C2C=CC(C2)C1C(=O)OCC1CCCO1 (centres undefined)	i	i
CN(Cc1ccccc1F)C(=O)CNC(=O)Cc1cccc2ccccc12	i	i
CCOC(=O)N1CCN(C(=O)Cc2ccc(-n3c(=S)[nH]c4ccccc4c3=O)cc2)CC1	i	i
C=CCn1c(SCc2nc3ccccc3[nH]2)nnc1-c1cccc(OC)c1	i	i
COc1ccccc1CN1CC(C(=O)N(Cc2cnn(C)c2)C(C)C)CCC1=O (centres undefined)	i	i
CCN(Cc1ccccc1)Cc1nnnn1Cc1ccccc1	i	i
Clc1ccc(-c2ccnc(Oc3cc(Cl)ccc3Cl)n2)cc1	i	i
CN1C(=S)SC(C)(C)C1N(O)C(=O)Nc1ccc(Cl)cc1 (centres undefined)	i	i
COc1ccc(CNC2c3ccccc3-c3ccccc32)cc1OC	i	i
Cc1ccc(NC(=O)CSc2ccc3c(c2)OCCO3)c(O)c1	i	i
CCCc1nc2nc(C)c(NS(=O)(=O)c3ccc(C4CCCCC4)cc3)c(=O)n2[nH]1	i	i
COc1cc(Br)cc2cc(C(=O)NCC3CCCO3)c(=O)oc12 (centres undefined)	i	i
Cc1nc2ccc(S(=O)(=O)N(C)CC(=O)NCc3ccc(N(C)C)cc3)cc2s1	i	i
CCc1c(O)c(-c2ccccc2)c(=O)n(-c2ccccn2)c1-c1ccccc1	i	i
CCOC(=O)C1=C(COC(=O)c2cccc(N(C)C)c2)NC(=O)NC1C (centres undefined)	i	i
O=C(/C=C/c1ccco1)N1CCCC(c2ccccc2)C1 (centres undefined)	i	i
CCOCCCNC(=O)CN1C(=O)/C(=C/c2ccccc2C)Sc2ccccc21	i	i
CCO[C@H]1OC(C(=O)N2CCOCC2)=C[C@@H](C)[C@@H]1CCCO	i	i

5 structures from above, arranged by heavy-atom count, low to high:
canonical_smiles	CHT block	CHT allo act
Oc1ccc(-c2nccc(-c3ccc(F)cc3)n2)cc1	i	i
CC1CCCC(NC(=O)COC(=O)COc2ccc(Cl)cc2)C1C (centres undefined)	i	i
CCc1c(O)c(-c2ccccc2)c(=O)n(-c2ccccn2)c1-c1ccccc1	i	i
Cc1nc2ccc(S(=O)(=O)N(C)CC(=O)NCc3ccc(N(C)C)cc3)cc2s1	i	i
COc1ccc(S(=O)(=O)N2CCCCC2)cc1NC(=O)C1COc2ccccc2O1 (centres undefined)	i	i

Grouped by structure, the compounds so far with a tert-butyl group
canonical_smiles	CHT block	CHT allo act
CC1CCN(C(=O)Cn2cnc3c(cnn3C(C)(C)C)c2=O)CC1	i	i
CC(C)(C)OC(=O)N1CCCC(C(=O)CC#N)C1 (centres undefined)	i	i
Cn1nc(C(C)(C)C)cc1C(=O)Nc1nc2c(s1)C(=O)CC(C)(C)C2	i	i

The list continues.
canonical_smiles	CHT block	CHT allo act
Cn1c(=O)c2c(nc(CN3CCN(C(=O)c4ccco4)CC3)n2CC(=O)C(C)(C)C)n(C)c1=O	i	i
CCc1cc2cc(C(=O)N3CCN(Cc4ccccc4)CC3)sc2s1	i	i
CCCC(=O)OCCNc1cc(SCCC(=O)OC)c2nonc2c1[N+](=O)[O-]	i	i
CC(=O)Oc1ccc2c(=O)c(N3C(=O)c4ccccc4C3=O)c(C)oc2c1C	i	i
COc1ccc(CCN2CC(C(=O)NCCc3cnn(C)c3)CCC2=O)cc1 (centres undefined)	i	i
COc1cc(CN2CCN(C(O)(c3ccccc3)c3ccccc3)CC2)cc(OC)c1OC	i	i
Cc1cc2occ(CC(=O)O)c2cc1C	i	i
COc1ccc(-c2cc(C(=O)N3CCN(c4ccccc4F)CC3)c3ccccc3n2)c(OC)c1	i	i
COc1ccc(OC)c(NC(=O)CN(c2ccc(C)cc2)S(=O)(=O)c2c(C)noc2C)c1	i	i
O=C(NCCCN1CCN(c2ccccc2F)CC1)C1CCC(=O)N1C1CCCCC1 (centres undefined)	i	i
COc1ccc(CNC(=O)Cc2c(C(=O)O)[nH]c3ccccc23)cc1	i	i
CSc1nc2c(cc1C#N)CCC2	i	i
COC(=O)c1ccc(NC(=O)COc2ccc([N+](=O)[O-])cc2)cc1	i	i
Cc1cc(=O)oc2cc(NC(=O)c3c(Cl)cnn3C)ccc12	i	i
O=C(OCC#CCSc1nnc(-c2cccc3ccccc23)o1)c1ccco1	i	i
COC(=O)/C=C1\SC(=NC(=O)c2ccc(C)cc2)NC1=O	i	i

From PubChem
